M5 ag = CHRM5 agonism in calcium assay | CHO-K1 hM5 cells, Fluo-8 calcium fluorescence; 0% DMSO wells, 100% maximal acetylcholine response | activation, % at 3 µM | 360,000 tested, 0.19% active;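 active means activation above the run's mean over test compounds plus 3 SD, cut at about 23% in these data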;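 further: signal is peak over basal fluorescence ratio across the kinetic read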
Target sequence (P08912 whole entry, looked up): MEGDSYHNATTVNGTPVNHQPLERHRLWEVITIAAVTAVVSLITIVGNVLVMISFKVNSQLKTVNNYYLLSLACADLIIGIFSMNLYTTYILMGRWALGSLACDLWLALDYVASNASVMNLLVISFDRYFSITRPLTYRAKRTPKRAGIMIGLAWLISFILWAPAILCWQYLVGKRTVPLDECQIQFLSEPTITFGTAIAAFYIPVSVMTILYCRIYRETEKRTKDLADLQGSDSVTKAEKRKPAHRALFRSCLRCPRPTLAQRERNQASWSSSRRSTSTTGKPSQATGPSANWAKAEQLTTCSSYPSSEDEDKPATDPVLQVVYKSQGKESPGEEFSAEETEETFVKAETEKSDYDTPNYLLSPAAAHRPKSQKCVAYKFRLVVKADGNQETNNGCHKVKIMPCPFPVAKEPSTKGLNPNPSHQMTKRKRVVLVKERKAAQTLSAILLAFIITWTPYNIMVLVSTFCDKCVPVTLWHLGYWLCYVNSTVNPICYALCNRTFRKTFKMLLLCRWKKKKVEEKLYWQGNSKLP
CHO-K1 Ca antag = nonselective inhibitor or artifact in parental CHO-K1 cells. ATP-induced calcium, Fluo-8 fluorescence. inhibition, % at 3 µM. 360,000 tested, 0.6% active. AID 602250;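 active means inhibition above a per-plate cutoff, the plate's mean sample inhibition plus 3 SD, cut at about 24% in these data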;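 further: 0% = DMSO plus EC80 ATP and 100% = DMSO alone without ATP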
M5 antag = blocks acetylcholine activation of human M5 receptor. P08912. CHO-hM5 cells, Fluo-8 calcium fluorescence, ACh EC80. inhibition, % at 3 µM. 360,000 tested, 0.59% active. AID 624040;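 active means inhibition above a per-plate cutoff, the mean of that plate's test compounds plus 3 SD, cut at about 27% in these data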;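 further: 0% = acetylcholine EC80 with DMSO and 100% = DMSO without agonist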
M4 antag = antagonists of human muscarinic M4 receptor (CHRM4) | P08173 | CHO-hM4 cells, ACh EC80, Fluo-8 calcium fluorescence | inhibition, % at 3 µM | 360,000 tested, 0.73% active;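 active means inhibition above its plate's cutoff, the mean inhibition of sample wells plus 3 SD, cut at about 27% in these data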;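 further: 0% = acetylcholine EC80 with DMSO and 100% = DMSO without agonist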
Target sequence (P08173 whole entry, looked up): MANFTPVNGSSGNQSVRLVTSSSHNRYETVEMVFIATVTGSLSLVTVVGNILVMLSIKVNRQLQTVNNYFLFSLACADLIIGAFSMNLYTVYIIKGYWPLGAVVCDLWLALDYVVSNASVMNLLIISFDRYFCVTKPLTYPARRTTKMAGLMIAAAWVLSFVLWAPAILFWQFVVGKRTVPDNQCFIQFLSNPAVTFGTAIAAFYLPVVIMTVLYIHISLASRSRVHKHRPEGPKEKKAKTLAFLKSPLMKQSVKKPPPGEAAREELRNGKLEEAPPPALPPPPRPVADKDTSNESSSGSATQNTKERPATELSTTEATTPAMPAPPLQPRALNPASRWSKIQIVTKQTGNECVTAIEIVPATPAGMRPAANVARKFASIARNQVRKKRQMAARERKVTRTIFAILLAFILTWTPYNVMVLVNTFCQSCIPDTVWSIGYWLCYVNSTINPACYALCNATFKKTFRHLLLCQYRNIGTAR
CHO-K1 Ca ag = nonselective activator or artifact in parental CHO-K1 cells | activation, % at 3 µM | 360,000 tested, 0.48% active | Fluo-8 calcium fluorescence; scaled to maximal ATP response, vehicle zero; in the data active means activation above about 15%;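 further: untransfected CHO-K1 host cells lacking M1 receptor as counterscreen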
M4 ag = agonists of human muscarinic M4 receptor (CHRM4); P08173; CHO-K1 hM4/Gqi5, Fluo-8 calcium fluorescence; vehicle 0%, full acetylcholine response 100%; 360,000 tested, 0.14% active; activation, % at 3 µM; AID 624127;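 active means activation above the run mean over all test wells plus 3 SD, cut at about 32% in these data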;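 further: peak over basal fluorescence ratio per well then scaled between controls; 0% = DMSO wells and 100% = acetylcholine at EC100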
M4 PAM = CHRM4 positive allosteric modulation | activation, % at 3 µM | 360,000 tested, 0.4% active | P08173 | CHO-K1 hM4/Gqi5, Fluo-8 calcium fluorescence, ACh EC20; 0% = ACh EC20, 100% = maximal ACh;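 active means activation above its plate's cutoff, the mean activation of sample wells plus 3 SD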; further: some results filed as inactive read as strong as hits
M1 PAM parental = counter-screen for M1 PAMs: effect in parental CHO-K1 cells. ATP EC20, Fluo-8 calcium fluorescence; 0% at ATP EC20, 100% at ATP max. activation, % at 3 µM. 360,000 tested, 0.02% active;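 active means activation above the run cutoff, the mean activation of all test compounds plus 3 SD, cut at about 40% in these data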;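 further: peak over basal fluorescence ratio in a 140 s read after ATP addition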
CHRM5 PAM = CHRM5 positive allosteric modulation; activation, % at 3 µM; CHO-K1 hM5, Fluo-8 calcium, ACh EC20 PAM; 0% = ACh EC20, 100% = ACh EC100; 360,000 tested, 0.3% active;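 active means activation above the run cutoff, the mean activation of all test compounds plus 3 SD, cut at about 18% in these data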
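Test system: CHO-K1 hM5 cells / Doses: single-point, 3 µM nominal / Times: Post-acetylcholine fluorescence recording 140 s / Technique: Fluo-8 calcium fluorescence / Measure: Max/basal fluorescence ratio as % of EC20–EC100 ACh window / Benchmarks: low control EC20 acetylcholine (0%), high control EC100 acetylcholine (100%) / Replicates: one well per compound, no replicates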
* = called active by the depositor.

molecule | M5 ag | CHO-K1 Ca antag | M5 antag | M4 antag | CHO-K1 Ca ag | M4 ag | M4 PAM | M1 PAM parental | CHRM5 PAM
CCN(CC)c1ccc(NC(=O)CSc2nnc3nc(C)cc(C)n23)cc1 | -5 | -11 | -7 | -10 | 0.3 | 1 | -3 | 13 | -6
CN(C)/C=N/c1sc2c(c1C#N)CC(C)(C)NC2(C)C | -1 | -10 | 6 | -4 | -0.2 | 0 | 6 | 6 | -2
CCCCOCCCNC(=O)c1ccc([N+](=O)[O-])c(C)c1 | -3 | 8 | -10 | 0 | -0.1 | 0 | 4 | -2 | 2
O=C(O)c1ccc2[nH]c3c(c2c1)CCCC3 | 0 | -13 | -5 | -9 | 0.3 | 0 | 1 | 29 | -1
Cc1ccc(CNS(=O)(=O)c2ccc(-n3cccn3)cc2)cc1 | 3 | -14 | -9 | -5 | 4.6 | 7 | -3 | 6 | -1
CC(=O)c1cc(F)c(N2CCN(C(=O)C(C)(C)C)CC2)cc1C | 2 | 0 | 7 | 3 | 3.5 | 6 | -3 | -3 | -8
N#CCSc1nc2cc(C(=O)N3CCC(C(N)=O)CC3)ccc2c2nc3ccccc3n12 | 4 | -2 | 1 | -20 | 0.8 | 1 | 8 | 8 | -8
Cn1c(SCCc2ccc([N+](=O)[O-])cc2)nccc1=O | -1 | -9 | 9 | -5 | 0.4 | 4 | -2 | 8 | -4
CCCCOP(=O)(c1ccc(N(C)C)cc1)C(Nc1ccccc1)c1ccccc1 (centres undefined) | 1 | 11 | 14 | 22 | 27* | 19 | -32 | 14 | -14
COC(=O)[C@@]1(Cc2ccc(F)cc2)[C@H]2c3cc(C(=O)N4CCCC4)n(Cc4ccc(C)c(F)c4F)c3C[C@H]2CN1C(=O)c1ccccc1 | 3 | -19 | 4 | 4 | 0.7 | 1 | -1 | 14 | -3
CCN(CC)c1nc2cc(OC)ccc2cc1C#N | -4 | -3 | 2 | -2 | -0.2 | 0 | 0 | 8 | -1
COc1ccc(N2CCN(C(=O)c3cc([N+](=O)[O-])ccc3N3CCN(CCO)CC3)CC2)cc1 | -5 | -1 | -7 | -7 | 1.0 | 1 | -3 | -9 | 8
O=C1OC(Cc2ccccn2)C(O)=C1C1=NCCCN1 (centres undefined) | 0 | -5 | -5 | 0 | -0.1 | 0 | -3 | 9 | 1
Cc1cccc(NC(=S)NNC(=O)CC(C)O)c1C (centres undefined) | 1 | 9 | -4 | 3 | 0.3 | 1 | 17 | -5 | 0
CC(C)(C)NC(=O)NC(=O)CSc1nncs1 | -4 | -8 | 15 | -9 | 1.3 | 3 | 3 | 3 | -2
Cc1ccc(Nc2c(N)c(=O)oc3ccccc23)cc1 | -1 | -1 | 1 | 4 | 0.7 | 1 | -1 | 18 | -8
COc1ccc2c(c1)c(C(=O)O)c(C)n2-c1ccccc1 | 0 | -11 | 8 | 1 | 0.1 | -1 | 0 | 17 | -9
COc1ccc(CN2C3CCCC2CC(NC(=O)Nc2ccccc2C)C3)cc1 (centres undefined) | -13 | -7 | 1 | 5 | 1.1 | 2 | -3 | 13 | -3
CCCn1cc(SCC(=O)NC2CCCC2)c2ccccc21 | -5 | 0 | 12 | 8 | -0.4 | -1 | 2 | -2 | 0
COC(=O)c1ccc(N/C=C/C(=O)c2ccccc2)cc1 | 0 | 5 | -1 | -11 | -0.1 | 0 | -3 | 1 | 9
Cc1ccc(S(=O)(=O)N(C)CC(=O)NC2CCCC2)cc1 | -3 | -4 | -2 | -1 | 0.5 | 1 | -3 | 24 | 2
Cc1nc(C)c(NC(=O)N2CCc3ccccc32)cc1NC(=O)N1CCc2ccccc21 | -8 | -14 | -8 | -5 | -0.9 | 1 | 6 | 10 | -1
C=CCn1c(O)c(CN2CCN(Cc3ccccc3)CC2)c(C)c(C#N)c1=O | -2 | -9 | -4 | 10 | 1.3 | 1 | -4 | 22 | -2
CCCCc1c(O)nc(SCC(=O)NCCc2ccc(OC)c(OC)c2)[nH]c1=O | -3 | 7 | 2 | 10 | 0.0 | 0 | 2 | -6 | -9
CC1(Cc2ccccc2OC(F)(F)F)C(=O)Nc2ccc(S(=O)(=O)NC3CCCCC3)cc21 (centres undefined) | -2 | -9 | 8 | -10 | 0.1 | 0 | 14 | 15 | -4

Further compounds:
Key to letters: A = M5 ag; B = CHO-K1 Ca antag; C = M5 antag; D = M4 antag; E = CHO-K1 Ca ag; F = M4 ag; G = M4 PAM; H = M1 PAM parental; I = CHRM5 PAM
Cc1ccc(N(C(=O)CNC(=O)c2ccco2)C(C(=O)NC2CCCCC2)c2cccnc2)c(C)c1 (centres undefined)
  A = -3	B = -17	C = 11	D = -3	E = 0.8	F = 1	G = 4	H = 9	I = -1
O=C1S/C(=C\c2ccc(N3CCOCC3)o2)C(=O)N1c1ccccc1
  A = -1	B = 5	C = 16	D = 2	E = 1.8	F = 2	G = 5	H = 5	I = -10
CN(C)S(=O)(=O)c1ccc(C(=O)NCC(c2cccs2)N2CCOCC2)cc1 (centres undefined)
  A = 0	B = 19	C = 1	D = -1	E = 0.0	F = 2	G = 0	H = -3	I = 5
COC(=O)[C@@H](NC(=O)NCc1cccc(OC)c1)C(C)C
  A = -1	B = -4	C = 5	D = 3	E = 0.3	F = 1	G = -2	H = 5	I = 1
CS(=O)(=O)N1CCC(C(=O)N2CCN(c3cccc(Cl)c3)CC2)CC1
  A = -3	B = -7	C = -10	D = -10	E = 0.1	F = 2	G = -5	H = 15	I = -5
CCN(CC)Cc1csc(C(N)=O)c1
  A = -1	B = 13	C = 3	D = 7	E = -0.4	F = 0	G = -4	H = -2	I = -4
C[C@@]12C(=O)N(c3cccc(F)c3)C(=O)N1[C@H](c1ccc(Cl)cc1)[C@@H]1C(=O)N(C3CCCCC3)C(=O)[C@@H]12
  A = 2	B = -4	C = 11	D = -13	E = 1.0	F = 4	G = 5	H = 15	I = 0
CCCc1cc(=O)oc2cc(C)cc(OC(C)C(=O)NCc3ccncc3)c12 (centres undefined)
  A = 2	B = -5	C = -8	D = 0	E = 1.3	F = 0	G = 5	H = -10	I = -3
CCCCc1c(C)nc2cc(-c3ccco3)[nH]n2c1=O
  A = 1	B = -5	C = 13	D = 9	E = 3.6	F = 15	G = -7	H = 6	I = -12
CC(=O)Nc1ccc(NS(=O)(=O)c2cc([N+](=O)[O-])ccc2C)cc1
  A = 0	B = -5	C = -6	D = 1	E = 0.4	F = 1	G = -2	H = 4	I = -2
O=C(Nc1cccc(S(=O)(=O)N2CCCCCC2)c1)c1cc(=O)c2ccccc2o1
  A = 0	B = -16	C = 12	D = 1	E = 3.6	F = 6	G = -5	H = -6	I = 1
O=C1C(Cl)=C(N2CCCCCC2)C(=O)N1c1ccc(Cl)cc1
  A = -6	B = 4	C = 8	D = 2	E = 0.2	F = -1	G = -9	H = -18	I = 0
Cc1nnc(NC(=O)CN2C(=O)c3ccccc3S2(=O)=O)s1
  A = 0	B = 2	C = -4	D = -3	E = 0.2	F = 0	G = 0	H = 9	I = 3
CCc1ccc(C2=NN(CCC(=O)NCc3cccs3)C(=O)CC2)cc1
  A = -3	B = -8	C = -3	D = -7	E = -0.9	F = 0	G = 13	H = -7	I = -1
CCOC(=O)N1CCN(C(=O)Cn2cc3c(n2)CCCC3)CC1
  A = 0	B = -11	C = 1	D = 5	E = -0.1	F = 0	G = 0	H = 15	I = -3
CCOc1ccc(CN2C(=O)c3ccccc3C2=O)cc1C(=O)O
  A = -4	B = -12	C = 2	D = -7	E = 0.9	F = -1	G = 8	H = 1	I = 4
O=C(N[C@@H]1C/C=C\C[C@H](CC(=O)N(CCO)Cc2ccccc2)C(=O)N[C@@H](Cc2c[nH]c3ccccc23)COC1=O)OCC1c2ccccc2-c2ccccc21
  A = -1	B = -11	C = 12	D = 1	E = 0.3	F = 0	G = -4	H = 9	I = -5
COc1ccccc1N1CCN(Cc2cc3c(cc2Br)OCCO3)CC1
  A = -5	B = -17	C = 10	D = -5	E = 0.7	F = 3	G = -11	H = 5	I = -5
CCOC(=O)Cc1[nH]nc2c1C(c1ccoc1)C(C#N)=C(N)O2 (centres undefined)
  A = 0	B = -8	C = 7	D = -12	E = -0.2	F = 2	G = 2	H = 3	I = -6
CCCCNS(=O)(=O)c1ccc(S(=O)(=O)n2cnc3ccccc32)cc1
  A = 1	B = -10	C = 10	D = -2	E = 0.1	F = 0	G = 3	H = 21	I = -3
COc1ccccc1C(=O)N/C(=C/c1ccccc1)C(=O)NC(CCSC)C(=O)O (centres undefined)
  A = 2	B = 5	C = 0	D = -1	E = 0.0	F = 0	G = -1	H = -1	I = 2
C/C(=N\NS(=O)(=O)c1ccccc1)c1ccc2c(c1)OCO2
  A = -2	B = -11	C = -10	D = -14	E = 0.9	F = 0	G = 17	H = 11	I = 2
C=CCCCCCCCCc1nc(=S)[nH][nH]1
  A = -2	B = 5	C = 0	D = -4	E = -0.2	F = -1	G = 1	H = -6	I = -6
CCN(CC)S(=O)(=O)c1cc(NC(=O)CNc2c(C)n(C)n(-c3ccccc3)c2=O)ccc1C
  A = -4	B = -6	C = -16	D = -15	E = -0.2	F = 1	G = 13	H = 20	I = 4
O=C(CSc1n[nH]c(=O)[nH]c1=O)NC1CC1
  A = 0	B = -12	C = 3	D = 1	E = 0.3	F = 2	G = -1	H = 9	I = 0

7 of the compounds above, with values under each structure:
Fields: M5 ag, CHO-K1 Ca antag, M5 antag, M4 antag, CHO-K1 Ca ag, M4 ag, M4 PAM, M1 PAM parental, CHRM5 PAM
> O=C(N[C@@H]1C/C=C\C[C@H](CC(=O)N(CCO)Cc2ccccc2)C(=O)N[C@@H](Cc2c[nH]c3ccccc23)COC1=O)OCC1c2ccccc2-c2ccccc21
→ -1, -11, 12, 1, 0.3, 0, -4, 9, -5
> COc1ccccc1N1CCN(Cc2cc3c(cc2Br)OCCO3)CC1
→ -5, -17, 10, -5, 0.7, 3, -11, 5, -5
> CCOC(=O)Cc1[nH]nc2c1C(c1ccoc1)C(C#N)=C(N)O2 (centres undefined)
→ 0, -8, 7, -12, -0.2, 2, 2, 3, -6
> CCCCNS(=O)(=O)c1ccc(S(=O)(=O)n2cnc3ccccc32)cc1
→ 1, -10, 10, -2, 0.1, 0, 3, 21, -3
> COc1ccccc1C(=O)N/C(=C/c1ccccc1)C(=O)NC(CCSC)C(=O)O (centres undefined)
→ 2, 5, 0, -1, 0.0, 0, -1, -1, 2
> C/C(=N\NS(=O)(=O)c1ccccc1)c1ccc2c(c1)OCO2
→ -2, -11, -10, -14, 0.9, 0, 17, 11, 2
> C=CCCCCCCCCc1nc(=S)[nH][nH]1
→ -2, 5, 0, -4, -0.2, -1, 1, -6, -6

Bioassay records as filed in PubChem.
